From PubChem BioAssay
All columns: NCI-60 one-dose screen, growth in % after 48 h at 10 µM unless noted; 100 = growth as untreated, 0 = no growth, -100 = all killed.
SK-OV-3 – SK-OV-3 ovarian cancer cells; 3.2% of 80,000 active
SN12C – SN12C renal cancer cells; 3.8% of 81,000 active
786-0 – 786-0 renal cancer cells | AID 1794775 | 5.1% of 81,000 active
ACHN – ACHN renal cancer; 4.9% of 81,000 active; AID 1794771
UO-31 – UO-31 renal cancer; 5.2% of 81,000 active
RXF 393 – RXF 393 renal cancer cells; 6.9% of 77,000 active; AID 1794773
IGROV1 – IGROV1 ovarian cancer; AID 1794786; 4.7% of 79,000 active
TK-10 – TK-10 renal cancer cells. 3.9% of 81,000 active
The depositor's hits bear a star; nt = not tested or not shown; & = joins results of further samples; ! = not confirmed by another sample. How the source made its calls: active means growth percent below 10; inactive means the rest. No enrichment for hits; overall some 9.6% were active at least once.

SMILES,SK-OV-3,IGROV1,786-0,RXF 393,UO-31,SN12C,ACHN,TK-10
O=C(NCCN1CCCCC1)n1cc(-c2ccncc2)c(-c2ccc(Cl)c(O)c2)n1,71,74,86,68,55,82,57,79
Cc1ccc(/C=C2\SC(=S)N(CCC(=O)O)C2=O)cc1,107,111,102,99,93,101,103,108
Cn1cc(-c2nn3cc(-c4ccncc4)nc3s2)c2cc(Cl)ccc21,89,17,89,76,43,61,60,116
N#Cc1c(Oc2ccc(Cl)cc2)[nH]n(C2=Nc3ccccc3Sc3ccccc32)c1=O,98,96,104,100,87,111,106,112
Cc1ccc(C(N)(C(=O)O)c2ccccc2)cc1 (centres undefined),86,103,98,100,92,98,nt,97
COC(=O)CNC(=O)COc1c(OC)c(OC)cc2oc(-c3cccc(C(=O)Nc4ccc(Cl)cc4)c3)cc(=O)c12,82,58,-24*,46,67,41,47,130
CC(=O)N1N=C(Cn2nnnc2-c2ccccc2)OC1c1ccc(Cl)cc1 (centres undefined),nt,100,nt,100,78,104,103,118
CC(=O)/C=C/C1=C(C)CCCC1(C)C,97,115,101,112,93,100,100,102
CC(C)(C)CC(C)(C)c1ccc(OCCO)cc1,116,108,109,119,88,103,117,78
CO[C@H]1CC(O[C@@H]2/C(C)=C/C[C@@H]3C[C@@H](C[C@]4(CC[C@H](C)[C@@H](C5CCCCC5)O4)O3)OC(=O)[C@@H]3C=C(C)/C(=N/O)[C@H]4OC/C(=C\C=C\[C@@H]2C)[C@]43O)O[C@@H](C)C1O (some centres undefined),-98*,-47*,-91*,-97*,-90*,-82*,-94*,-90*
CN(C)CC1C(=O)O[C@H]2[C@H]1CC/C(COC(=O)c1cc3ccccc3[nH]1)=C\CC[C@@]1(C)O[C@@H]21 (some centres undefined),65,-41*,-82*,-72*,-93*,-22*,-82*,-89*
COc1cc(/C=C\C(=O)OC/C=C/c2ccc3c(c2)OCO3)cc(OC)c1OC,110,108,111,120,88,107,100,114
C/C=C(/C)C(=O)OC1C=C(CO)C(=O)C(OC(=O)C(C)(O)C(C)Cl)C1C(C)C (centres undefined),36,-30*,-72*,-64*,-96*,-35*,-97*,-17*
COc1ccc(-c2nc3ccc(C(=O)N=Nc4c(O)[nH]c5ccccc45)cc3[nH]2)cc1,88,102,114,124,77,93,105,101
O=[N+]([O-])c1c(Cl)cccc1-c1c[nH]cc1Cl,99,nt,85,83,56,89,94,102
O=C(Nc1cccc(-n2ccc3c(NC(=O)c4ccccc4)nccc32)c1)c1ccc(Cl)c(C(F)(F)F)c1,71&12,4.3*!,-75*!,-89*!,7.0*!,-40*!,53&13,93
O=C(OCc1ncc(-c2ccc(C(F)(F)F)cc2)c(NC2CCCCCC2)n1)c1c(F)c(F)c(F)c(F)c1F,92,64,74,64,28,54,28,63
CC(C)=CCC/C(C)=C/COc1ccc2ccc(=O)oc2c1,99,94,77,94,67,92,97,84
O=c1nc(-c2ccc(Cl)cc2Cl)cc(-c2ccco2)[nH]1,108,90,110,114,60,97,99,126
Cc1ccc2cccnc2c1NCCCCCNC(C)C,101,100,96,104,79,98,91,105
Cc1[nH]c(=O)[nH]c(=O)c1CN1CCCCC1,110,102,99,112,104,107,119,95
COc1cc(-c2c3c(cn2S(=O)(=O)c2ccccc2)-c2nc(N)sc2CC3)cc(OC)c1OC,13,32,43,2.6*,30,54,50,53
COC(=O)C(Cc1ccc(OC)cc1)c1ccccc1 (centres undefined),97,95,96,104,84,93,107,91
Nc1ccc(F)cc1F,116,105,99,92,98,100,102,106
COc1ccc(C(O)c2ccc(OC)cc2)cc1,96,103,98,107,85,100,109,97
O=C1C=CC(=CC=C2C=CN(CCCCCCCCCCCO)C=C2)C=C1,45,41,67,69,nt,10,91,59
c1ccc2c(c1)Cc1ccccc1N2CCN1CCCCC1,89,83,95,110,84,nt,90,104
O=C1Nc2ccccc2/C1=N/N=C/c1ccc(OC2OC(CO)C(O)C(O)C2O)cc1 (centres undefined),nt,116,109,114,79,101,103,110
COc1ccc2ccccc2c1C=O,117&99,144&122,103&100,123&102,95&85,103&101,114&110,105&98
COc1ccc(-c2nc(-c3ccccc3)c(-c3ccccc3)[nH]2)cc1OC1CCCC1,89,105,79,14,67,63,54,88
CCOC(=O)c1c2c(cn1Cc1cc(OC)c(OC)c(OC)c1)-c1oncc1CC2,110,108,102,109,89,101,96,119
CN1C(C)(C)CCCC1(C)C,108,103,95,127,80,101,103,101
O=C(O)c1ccc(N2C(=O)c3cccc4cccc(c34)C2=O)cc1,102,106,106,107,75,95,102,104
CC1(C)S[C@@H]2[C@H](NC(=O)[C@H](C(=O)O)c3cccs3)C(=O)N2[C@H]1C(=O)O,105,109,97,116,86,104,95,103
N#Cc1c(N)nc2c(nnn2-c2ccccc2)c1N,101,107,102,105,88,104,108,106
O=c1[nH]c(-c2ccccc2)nc(CN2CCCCC2)c1O,114,128,102,120,95,94,106,108
c1ccc2c(-c3cn4ccnc4c(-c4ccc5ncn(C6CCCCC6)c5c4)n3)cccc2c1,103,107,94,103,77,88,94,104
Cc1c(C(=O)NCCCC(=O)NO)sc2ncnc(Nc3ccc(NC(=O)Nc4cccc(C(F)(F)F)c4)cc3)c12,114,117,107,109,90,105,106,118
COC(=O)C1(CC(=O)c2cccc3ccccc23)NC(=S)NC(=O)C1C#N (centres undefined),129,119,115,104,84,117,109,109
COc1ccc(/C=C2\N=C(C)N(CCc3ccc(S(=O)(=O)NC(=S)NCc4ccccc4)cc3)C2=O)cc1,101,85,82,38,67,78,89,103
Cc1ccccc1C(C(=O)Cl)(c1ccccc1)c1ccccc1C,98,94,116,131,69,96,65,93
CCCCCCCC/C=C\CCCCCCCC(=O)OCCCCCCCCCCCCCC,109,113,107,102,95,110,110,115
O=C1CCCCC1Nc1ccc2ccccc2c1 (centres undefined),88,61,80,98,74,98,74,64
O=C(OCCCCCOC(=O)c1ccccc1)c1ccccc1,99,92,98,104,92,91,98,119
O=c1ccc(=Nc2ccc(NNc3ccccc3)cc2)c2c(=O)c3c([N+](=O)[O-])ccc(O)c3c(=O)c1=2,99,88,98,93,64,95,100,102
O=c1[nH]n(C(=S)N/N=C/c2ccc([N+](=O)[O-])cc2)c(=O)c2ccccc12,110,108,102,nt,81,105,104,121
CC(C)N=Cc1ccccc1,107,121,107,117,99,120,105,88
CN(C)S(=O)(=O)c1ncnc2nc[nH]c12,81,107,94,111,97,102,105,76
COc1ccc(-c2cc(/C=C/C(=O)c3ccc(N)cc3)[nH]n2)cc1OC,39,29,43,21,27,35,50,39
O=[N+]([O-])c1cc(Cl)cc(Cl)c1O,91,104,100,104,84,101,99,95

Other records follow.
SMILES,SK-OV-3,IGROV1,786-0,RXF 393,UO-31,SN12C,ACHN,TK-10
COC(=O)C(C)Oc1ccc(OC#N)cc1 (centres undefined),103,105,102,101,nt,92,101,107
O=C1CC=Nc2ccc([N+](=O)[O-])cc21,104,120,112,116,89,100,99,104
COc1ccc(-c2nsc3c2NC(=O)CC3c2ccc(Cl)cc2)cc1 (centres undefined),87,78,84,105,63,84,83,84
COc1ccc(-c2noc(N)c2-c2cc(OC)c3c(c2)OCO3)cc1,28,45,60,32,52,36,41,39
CCN(CC)N=Nc1ccc2c(cnn2C(=O)Nc2ccc(Cc3ccccc3)cc2)c1,79,76,67,126,38,82,29,105
COc1ccc2c(c1)O/C(=C\c1cccc(O)c1O)C2=O,100,37,80,73,31,58,66,87
COc1ccc(C2SC(C)C(=O)N2NC(=O)c2[nH]c3ccc(F)cc3c2-c2ccccc2)cc1 (centres undefined),85,96,86,88,77,99,94,101
CCS(=O)(=O)c1ccc(OC)c(N)c1,93,45,104,107,90,104,101,94
CC(=O)N1CCCC1=O,117,102,101,108,97,100,100,101
C/C=C\C(=O)OC,90,98,113,113,78,102,102,101
C#CCN(C)CCCOc1ccc(NCc2ccc(/C=C/C(=O)NO)cc2)cc1Cl,-11*,-36*,-2.1*,-56*,-57*,12,-41*,-12*
CC1=NNC(=O)C1CCC(=O)N/N=C(\C)c1ccc2ccccc2c1 (centres undefined),126,93,103,nt,85,102,111,130
COc1cccc(NC(=O)Nc2ccc(Nc3ncnc4sc5c(c34)CCN(C(=O)CCl)C5)cc2)c1,94,83,103,99,67,96,89,122
O=C1NC(c2ccc(C(F)(F)F)cc2)N=C2C(c3ccc(Cl)cc3)=NOC12 (centres undefined),100,98,97,106,86,94,111,105
N#Cc1c(-c2ccccc2)cc(-c2ccccc2)n(CCC(=O)O)c1=O,92,50,63,53,63,69,67,76
Cc1cccc(C)c1Nc1nnc(-c2c[nH]c3ccccc23)o1,77,89,105,108,65,88,94,148
Cc1ccc(C(=O)NCCCNc2nccc(-n3ccc4cccnc43)n2)cc1,106,89,94,102,86,95,83,68
COc1ccc(-c2[nH]nc(N)c2-c2cc(OC)c(OC)c(OC)c2)cc1,5.0*,1.1*,24,20,20,33,25,35
Cc1c(O)cc(-c2cnc(Nc3ccccc3)s2)c(O)c1C,95,79,107,99,87,94,92,134
N#CC(CC(=O)c1ccc(Cl)cc1)c1ccccc1 (centres undefined),105,102,112,106,74,103,111,107
Nc1nc2c(c(=O)[nH]1)NC(CCNc1ccc(C(=O)NC(CCC(=O)O)C(=O)O)cc1)CN2 (centres undefined),110,100,100,158,88,108,111,104
C[C@]12CCC(=O)C[C@@H]1CC[C@@H]1[C@@H]2CC[C@]2(C)OCCC[C@@H]12,104,108,98,95,94,103,96,95
N/C(=N\C(N)=N\c1nc2ccccc2s1)c1cccs1,111,75,92,89,68,90,88,130
COc1cc(O)c2c(c1N)C(=O)c1ccccc1C2=O,94,84,87,87,83,79,74,98
O=C1c2c(c3c4cc(Br)ccc4[nH]c3c3ccc4ccccc4c23)C(=O)N1CCN1CCCCC1,57,60,-84*,59,49,41,18,132
COc1ccc(C2CC(c3cccc(OC)c3)=NN2C(=O)c2cc(OC)c(OC)c(OC)c2)cc1 (centres undefined),34,28,22,23,27,40,47,37

3 entries from above, arranged by length of the SMILES, high to low:
SMILES,SK-OV-3,IGROV1,786-0,RXF 393,UO-31,SN12C,ACHN,TK-10
O=C1NC(c2ccc(C(F)(F)F)cc2)N=C2C(c3ccc(Cl)cc3)=NOC12 (centres undefined),100,98,97,106,86,94,111,105
C#CCN(C)CCCOc1ccc(NCc2ccc(/C=C/C(=O)NO)cc2)cc1Cl,-11*,-36*,-2.1*,-56*,-57*,12,-41*,-12*
COc1ccc(-c2[nH]nc(N)c2-c2cc(OC)c(OC)c(OC)c2)cc1,5.0*,1.1*,24,20,20,33,25,35

An excerpt of these results, field by field:
CC(=O)N1CCCC1=O
  SK-OV-3: 117
  IGROV1: 102
  786-0: 101
  RXF 393: 108
  UO-31: 97
  SN12C: 100
  ACHN: 100
  TK-10: 101

O=[N+]([O-])c1c(Cl)cccc1-c1c[nH]cc1Cl
  SK-OV-3: 99
  IGROV1: nt
  786-0: 85
  RXF 393: 83
  UO-31: 56
  SN12C: 89
  ACHN: 94
  TK-10: 102

CN(C)CC1C(=O)O[C@H]2[C@H]1CC/C(COC(=O)c1cc3ccccc3[nH]1)=C\CC[C@@]1(C)O[C@@H]21 (some centres undefined)
  SK-OV-3: 65
  IGROV1: -41*
  786-0: -82*
  RXF 393: -72*
  UO-31: -93*
  SN12C: -22*
  ACHN: -82*
  TK-10: -89*
